# Assay outcomes: PubChem, several laboratories
# MC4R barr agon = MC4R agonists recruiting beta-arrestin, primary screen, cell-based, luminescence, agonist arm of biased-ligand search. U2OS MC4R beta-arrestin complementation; percent of melanotan II response, DMSO zero. Melanocortin receptor 4 (Homo sapiens), P32245. actives 0.98% (n = 360,000). activation, % at 8.9 µM;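 active means activation above a per-plate cutoff, the mean activation of sample wells on that plate plus 3 SD, cut at about 8% in these data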
# N-glyco inh = increase of ERlucT glycosylation luciferase signal, primary screen, N-linked glycosylation inhibitor project, D54 ERlucT cells, luminescence, set 2. D54 ERlucT glycosylation luciferase reporter, 24 h; percent of 100 nM tunicamycin response. reporter increase, % at 12.5 µM. actives 0.23% (n = 360,000);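 active means mean luciferase reporter signal, scaled so untreated is 0 and the glycosylation-blocking control 100, at or above a set limit in every replicate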;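 further: luciferase carries N-glycosylation sites so blocking glycosylation raises the light; 0% = median of neutral control wells and 100% = median of 100 nM tunicamycin wells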
# CaV13 ICDI inh = Primary screen for inhibitors of IQ motif and Ca2+-dependent inactivation inhibitor domain binding in CACNA1D, Förster resonance energy transfer in living cells, …; AID 743397; HEK cells, CFP/YFP FRET ICDI-IQ, plate reader, 10 min; percent FRET-ratio fall versus neutral wells; actives 0.098% (n = 340,000); inhibition, % at 12.3 µM;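 active means mean replicate inhibition of at least 30% and at least 1% of replicates passing that level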;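 further: 0% = median of the neutral control wells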
# ABCB6 inh 2 = ABCB6 transporter inhibitors, primary screen, K562-ABCB6 cells, flow cytometry, MLPCN library. ATP-binding cassette sub-family B member 6 (Homo sapiens), Q9NP58. K562-ABCB6 porphyrin accumulation, 1 h; active compounds read low. fluorescence ratio to DMSO, % at 10 µM. actives 0.19% (n = 360,000). AID 602162, 2011;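 active means fluorescence ratio to DMSO below 75%, the collection mean minus 3 SD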;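 further: signal is porphyrin accumulated inside mitochondria; 100% equals median channel fluorescence of DMSO control wells; lower ratio means ABCB6 inhibition with less porphyrin fluorescence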
# Target sequence (Q9NP58 whole entry, looked up): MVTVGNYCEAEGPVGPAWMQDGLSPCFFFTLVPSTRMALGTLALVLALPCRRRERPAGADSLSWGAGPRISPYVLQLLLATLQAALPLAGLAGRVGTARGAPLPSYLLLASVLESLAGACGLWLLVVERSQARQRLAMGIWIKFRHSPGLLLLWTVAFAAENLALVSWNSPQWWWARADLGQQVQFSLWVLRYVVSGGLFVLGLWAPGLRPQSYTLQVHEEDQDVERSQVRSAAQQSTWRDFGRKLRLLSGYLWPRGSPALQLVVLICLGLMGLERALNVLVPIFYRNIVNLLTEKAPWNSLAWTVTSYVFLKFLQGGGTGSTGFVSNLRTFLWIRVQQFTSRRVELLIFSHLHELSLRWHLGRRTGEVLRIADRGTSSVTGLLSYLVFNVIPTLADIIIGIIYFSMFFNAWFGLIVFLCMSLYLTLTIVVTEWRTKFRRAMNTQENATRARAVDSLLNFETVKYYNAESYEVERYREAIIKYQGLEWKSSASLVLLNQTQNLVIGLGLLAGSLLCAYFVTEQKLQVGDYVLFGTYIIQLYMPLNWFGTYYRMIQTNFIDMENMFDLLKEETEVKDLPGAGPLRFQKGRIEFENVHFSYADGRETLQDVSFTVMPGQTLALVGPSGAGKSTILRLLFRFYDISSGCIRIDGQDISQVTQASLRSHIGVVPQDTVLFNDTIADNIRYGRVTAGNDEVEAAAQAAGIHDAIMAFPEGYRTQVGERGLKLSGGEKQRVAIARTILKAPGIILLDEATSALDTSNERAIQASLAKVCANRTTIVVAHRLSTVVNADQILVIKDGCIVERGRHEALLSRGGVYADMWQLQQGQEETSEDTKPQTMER
# Cardio protect = cardioprotection against H2O2-induced cell death, primary screen, uHTS, H9c2 cells, ATPLite luminescence; actives 0.63% (n = 360,000); H9c2 cardiomyocytes, H2O2 injury protection, 2 h; AID 588492, 2011; protection from H2O2 cell death, % at 20 µM;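 active means compounds giving at least 50% protection of heart cells from peroxide-induced death in the single-dose screen, raw or plate-pattern-corrected value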;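 further: 0% = DMSO wells with peroxide and 100% = DMSO wells without peroxide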
# PDI inh = inhibitors of human PDI, primary screen, biochemical, turbidity, single point, plate reader; actives 0.052% (n = 350,000); Protein disulfide-isomerase (Homo sapiens), P07237; inhibition, % at 10 µM; PDI insulin aggregation turbidity, A650, 90 min;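 active means mean inhibition across replicates of 30% or more, whatever share of single replicates reach that level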;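 further: absorbance from insulin aggregation driven by PDI reduction with DTT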
# MC4R antagonist = MC4R antagonists of cAMP signaling, primary screen, cell-based, TR-FRET, antagonist arm of biased-ligand search; MC4R-expressing cells, MTII-stimulated cAMP, LANCE TR-FRET; inhibition, % at 6.5 µM; AID 540295, 2011; actives 0.48% (n = 360,000); Melanocortin receptor 4 (Homo sapiens), P32245;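 active means inhibition above its plate's cutoff, the mean of tested wells on that plate plus 3 SD, cut at about 29% in these data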;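 further: 0% = Melanotan II alone and 100% = Melanotan II plus saturating MCL0020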
#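 Assay system: U2OS-MC4R stable cell line; Also added: Melanotan II; Technique: Eu-cAMP/anti-cAMP TR-FRET, emission 671 nm; Times: 30-min compound, 1-h challenge, 1-h detection, room temperature.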
# aDG glyco up = activators of alpha-DG glycosylation, primary screen, uHTS, Pro5-aDG cells, AlphaScreen | AID 624168, 2012 | actives 0.22% (n = 360,000) | alpha-DG glycosylation AlphaScreen (IIH6); 0% Pro5, 100% B10-LARGE cell signal | activation, % at 10 µM;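 active means activation of at least 8% versus controls, or a plate z-score of at least 8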;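 further: Pro5 are CHO cells carrying HIG-tagged alpha-DG that lacks glycosylation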
# m5-HT2A agonist = mouse Htr2a agonists via beta-arrestin recruitment, primary screen, cell-based, luminescence; CHO-K1 mHTR2A beta-arrestin complementation; percent of 30 µM serotonin response; activation, % at 7.6 µM; actives 0.66% (n = 360,000); AID 624169, 2012;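 active means activation above a run cutoff, the mean activation of all tested compounds plus 3 SD, cut at about 14% in these data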;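 further: 0% = plate median of compound wells and 100% = 30 µM serotonin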
# Vif inh = HIV Vif self-association inhibitors, primary screen, imaging, HEK293T, single point | inhibition, % at 7.49 µM | HEK293T cells, Vif self-association by quenched fluorescence, 24 h | AID 602346, 2012 | actives 0.35% (n = 340,000); in the data active means inhibition above about 50%, passing the limit was not always enough; further: some results filed as inactive read as strong as hits
# Starred values were filed as active, the others as inactive; / = no result given.
SMILES,MC4R barr agon,N-glyco inh,CaV13 ICDI inh,ABCB6 inh 2,Cardio protect,PDI inh,MC4R antagonist,aDG glyco up,m5-HT2A agonist,Vif inh
CCOc1ccc(/C=N/NC(=O)COc2ccccc2-c2ccccc2)cc1,0.9,10.1,-3.6,97.0,-2.0,-14.0,-10.2,-0.2,-2.9,/
COc1ccc(-c2ccc(CCC(=O)O)n2CC(=O)Nc2ccccc2C)cc1,-0.7,-2.2,-5.5,98.0,-2.4,-3.1,30.7*,-0.1,-1.0,-9.9
CCCc1ccc(C(O)c2ncc(-c3cccc(C)c3)[nH]2)cc1 (stereo not drawn),5.8,0.1,-6.2,96.0,-9.0,6.7,0.1,-0.2,-1.0,-0.2
COc1ccc(NC(=S)N2CCN(c3ncccn3)CC2)cc1,-1.4,-0.5,-6.5,108.0,3.6,-7.5,-1.6,-0.5,-4.1,2.8
Cc1nnc(NC(=O)CSc2n[nH]c(-c3ccccc3C)n2)s1,-1.7,1.9,-3.8,94.0,2.7,4.6,5.2,-0.1,-6.5,3.1
COc1ccc(C(=O)N/N=C\c2ccoc2)cc1,-2.0,2.3,-6.2,98.0,-6.8,-3.9,-3.3,0.4,5.4,-2.4
CC(=O)N=c1c(C#N)cc2c(=O)n3cccc(C)c3nc2n1Cc1ccco1,-2.7,1.0,-14.4,100.0,31.0,-4.4,-8.5,0.2,0.2,4.8
CC(NS(=O)(=O)OCC(Cl)(Cl)Cl)c1ccc(Br)cc1 (stereo not drawn),7.7,2.5,-5.1,98.0,-4.5,3.3,5.3,0.3,5.7,-7.6
O=C(CN1C(=O)c2ccccc2C1=O)NCC1CCCO1 (stereo not drawn),-1.0,2.9,-6.4,101.0,4.1,-6.0,3.2,0.1,-1.3,2.4
O=S(=O)(NCc1ccc(Cl)cc1)NCc1ccc(Cl)cc1,1.9,3.0,-9.3,95.0,7.6,4.4,-1.3,0.0,-2.0,-1.4

# 2 compounds from above with just Vif inh:
smiles	Vif inh
O=C(CN1C(=O)c2ccccc2C1=O)NCC1CCCO1 (stereo not drawn)	2.4
O=S(=O)(NCc1ccc(Cl)cc1)NCc1ccc(Cl)cc1	-1.4

# The list goes on:
SMILES,MC4R barr agon,N-glyco inh,CaV13 ICDI inh,ABCB6 inh 2,Cardio protect,PDI inh,MC4R antagonist,aDG glyco up,m5-HT2A agonist,Vif inh
COc1cnc(SCc2ccc(Cl)cc2)nc1Cl,-0.7,-3.8,-6.3,97.0,-3.8,-1.7,3.7,0.0,-6.8,-11.2
CN1CCN(c2ccccc2NC(=O)COc2ccc(Br)cc2)CC1,1.3,-6.9,-4.4,93.0,1.4,-3.3,4.4,0.6,0.6,-2.6
CCOC(=O)C1CCN(C(=O)COc2ccc(S(=O)(=O)NC(C)(C)C)cc2)CC1,0.7,0.5,-1.6,95.0,-4.4,-3.5,4.5,-0.1,3.5,9.4
O=C(Nc1cccc(-c2nc3ncccc3o2)c1)c1sc2cc(Cl)ccc2c1Cl,-1.3,-1.7,-7.0,96.0,-1.9,3.2,0.9,0.1,-2.0,1.2
COc1ccccc1/C=C/CN1CC(C)OC(C)C1 (stereo not drawn),1.2,1.1,-9.0,102.0,-3.6,1.8,-3.2,0.2,-3.8,0.5
CCCCNc1c(C(=O)OCC)c(C)nc2c1cnn2CC,1.0,2.6,-5.5,96.0,0.8,-3.1,-1.3,0.1,-3.5,-3.9
CC(C)C(=O)Nc1ccc(NC(=O)c2ccc([N+](=O)[O-])cc2Cl)cc1,-2.3,-0.4,-6.6,97.0,4.0,2.3,4.8,0.4,-4.3,5.2
CC(=O)Nc1nc(N(C)C)nc(N(C)C)n1,2.7,1.0,-6.3,94.0,1.8,-1.1,23.0,0.4,3.0,-2.9
CCOC(=O)c1[nH]c2ccc(OCC)cc2c1NC(=O)CN1CCN(c2ccccn2)CC1,-0.6,-2.2,/,98.0,35.2,7.0,2.1,-0.3,4.5,-2.6
O=C(CSc1nnc(-c2ccncc2)o1)N1CCCCCC1,1.2,1.0,-6.2,90.0,-2.7,-3.1,1.1,-0.1,0.3,-11.2
COc1ccc(CCNC(=O)Cn2c(=O)cnc3ccccc32)cc1,-2.8,2.3,/,99.0,8.5,13.3,-19.7,2.5,1.0,/
Cc1cccc(C)c1OC(=O)CN(c1ccc(Cl)cc1)S(C)(=O)=O,0.8,-3.4,-3.5,90.0,-3.4,-1.9,-3.5,0.4,-3.0,2.4
COc1cc(/C=C/C(=O)OCC(=O)N2CC(=O)Nc3ccccc32)ccc1O,-1.6,3.5,-2.6,98.0,7.2,10.4,14.4,0.1,-2.1,-0.1
O=S(=O)(c1ccc2c(c1)CCN2)N1CCOCC1,-0.8,-2.7,-5.6,95.0,0.9,-5.7,8.6,0.2,9.6,11.4
Cc1ccc(C(=O)N(Cc2ccco2)c2c(N)n(Cc3ccccc3)c(=O)[nH]c2=O)cc1,-2.1,2.2,-10.7,97.0,4.3,7.7,12.4,0.1,-4.3,-5.1
COc1ccc2c(c1)c(CC(=O)Nc1ccc(C(C)=O)cc1)c(C)n2C(=O)c1ccc(Cl)cc1,-0.1,-3.0,-2.4,96.0,-6.7,-3.8,29.2*,0.1,-7.4,-10.3
Cc1ccc(S(=O)(=O)N2C[C@@H]3c4ccccc4N(S(=O)(=O)c4ccc(C)cc4)[C@@H]3[C@@H](C)C2CC(=O)c2ccccc2)cc1 (stereo partly drawn),-0.2,0.5,-5.7,101.0,4.9,-4.6,3.6,-0.1,-0.1,-1.8
CCC1NC(=O)c2cccnc2-n2c1nc1cc(F)ccc1c2=O (stereo not drawn),-1.0,0.3,-3.1,100.0,-2.7,23.6,-1.5,-0.1,-2.6,8.2
CCNc1nc(Oc2ccc(C#N)cc2)cc(C(F)(F)F)n1,5.2,-2.6,4.0,103.0,-6.2,7.6,19.1,1.6,0.5,3.3
COc1ccccc1N(CC(=O)NCCSCc1ccccc1)S(=O)(=O)c1ccccc1,1.7,-4.6,-6.0,95.0,16.0,2.1,-1.1,0.0,-4.5,-2.7
COc1ccc(N2C(=O)C(CC(=O)Nc3ccccc3)N(Cc3ccc4c(c3)OCO4)C2=O)cc1 (stereo not drawn),-1.0,1.5,-8.7,95.0,4.0,-20.8,2.4,0.0,-0.2,8.2
O=C(O)c1cccc(CN2C(=O)S/C(=C/c3ccccc3[N+](=O)[O-])C2=O)c1,-4.1,1.1,-2.1,95.0,-6.1,2.7,9.1,-0.1,-2.3,1.3
COc1ccc(-c2cc(=O)oc3cc(OCC(=O)Nc4ccccn4)ccc23)cc1,-1.1,-1.3,-2.6,93.0,-3.4,-5.3,2.9,-0.1,1.0,-0.6
CCN(CCn1cccn1)C(=O)c1ccc(OC2CCN(C(=O)CCOC)CC2)cc1,-3.7,2.3,-4.7,96.0,1.7,-2.0,6.7,-0.3,-0.7,-8.6
CCC(=O)N1Cc2cc(C(=O)NCc3cccc(F)c3)nc(-c3cccc(C4=CCCC4)c3)c2[C@H]1CCO,/,/,-6.3,91.0,/,/,/,-0.1,-8.3,/
O=C(O)c1ccc(NC(=O)c2cccc(N3C(=O)C4C5CCC(C5)C4C3=O)c2)cc1 (stereo not drawn),0.6,3.0,-4.1,97.0,8.6,14.4,3.1,0.0,8.4,10.5
COc1cccc(NC(=O)CN2CCN(CC(=O)Nc3ccccc3Cl)CC2)c1,-1.2,-1.0,-2.7,97.0,-0.7,-2.9,6.2,-0.3,0.5,-3.8
O=C(Nc1nnc(C2CC2)s1)c1n[nH]c(=O)c2ccccc12,0.0,1.5,-7.3,109.0,20.2,1.9,2.9,0.0,0.8,-5.5
CCC(C)(C)NC(=O)C(c1cccn1C)N(Cc1ccc(C)cc1)C(=O)Cn1nnc2ccccc21 (stereo not drawn),-0.3,0.2,/,101.0,-2.7,5.8,2.2,-0.1,-1.4,-5.7
CC1(C)CC(=O)C(CS(=O)(=O)c2ccccc2)=C(O)C1,-0.6,0.4,-2.8,95.0,4.9,0.2,8.6,-0.1,-5.8,1.3
Cc1c(NC(=O)C(C)N2C(=O)C3CCCCC3C2=O)c(=O)n(-c2ccccc2)n1C (stereo not drawn),-0.7,0.7,-4.8,99.0,-3.4,7.1,4.3,-0.1,0.4,5.7
CCc1ccc2nc(N=C(N)N)nc(C)c2c1,0.2,9.1,-4.6,99.0,-20.1,-2.4,-7.8,0.7,-5.0,0.4
COc1cc(CNc2ccc3[nH]c(=O)[nH]c3c2)cc(Br)c1OCc1ccccc1F,3.6,-1.1,-4.9,129.0,-16.9,8.8,-2.2,-0.2,1.1,/
CCOC(=O)c1ccc(NC(=O)Cn2ccc([N+](=O)[O-])n2)cc1,-0.1,-1.5,-15.4,98.0,-1.0,-1.6,22.9,-0.1,-2.9,3.0
COc1ccc(N2CC(NC(=O)NC(C)(C)C)CC2=O)cc1 (stereo not drawn),-2.2,0.5,-2.3,100.0,-0.9,-6.1,-3.3,-0.1,-1.9,-2.8
COc1ccc(CC(=O)Nc2ccc(OC)c(NC(=O)c3ccco3)c2)cc1,1.2,-0.4,/,93.0,2.1,-3.4,0.8,-0.2,-1.7,0.3
CCCCOc1ccc(C(=O)NCC(=O)N(C)Cc2nc3ccccc3c(=O)[nH]2)cc1,-0.7,0.0,-2.1,102.0,54.2*,-3.7,-2.3,0.1,-4.8,11.2
O=C(O)C1CCN(C(=O)c2ccco2)CC1,1.9,2.8,-4.6,100.0,9.7,0.5,-9.6,0.1,4.7,8.1
Cc1ccc(OC(=O)c2cccc(S(=O)(=O)N3CCN(C)CC3)c2)c(Br)c1,-2.5,-3.0,-10.7,105.0,-9.3,0.0,-1.9,-0.1,-1.6,-1.9
O=C(/C=C/CCc1ccc2c(c1)OCO2)N1CCCCC1,-1.6,-0.5,/,97.0,1.4,/,12.4,0.1,-8.1,19.0
CCCCNC(=O)COC(=O)c1cc(C)oc1C,-1.9,1.5,-3.9,85.0,-0.9,14.4,4.6,-0.1,1.3,-7.5
CCn1c(SCC(=O)Nc2nc3ccc(OC)cc3s2)nnc1-c1ccoc1C,2.0,2.9,-2.0,92.0,-15.5,-9.2,8.4,-0.3,-2.9,-5.9
COc1c(F)c(F)c(C(=O)Nc2ccc(N3CCN(C(C)=O)CC3)c(Cl)c2)c(F)c1F,-0.5,-1.6,-8.6,96.0,3.3,-3.0,6.5,0.1,5.7,-9.5
